# Compound activity as filed in PubChem BioAssay.
# MITF TRPM1 HTS: MITF TRPM1 promoter activation in melanoma cells. SK-MEL-5 TRPM1-promoter luciferase, 24 h; % of positive control, neutral wells = 0. activation, % at 12.5 µM. hit rate 0.75% among 300,000. AID 588334;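 active = mean activation of at least 80% with every replicate also reaching 80%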;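 also: 0% = neutral control wells and 100% = parthenolide positive control wells; values of inactives mirror those of a sister screen read the other way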
# dFosB act: activators of mouse delta FosB homodimer. P13346. activation, % at 25 µM. purified delta FosB, TAMRA-CDK5 oligo fluorescence polarization; percent of positive-control signal above neutral wells. hit rate 0.99% among 340,000;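 active = mean activation above about 17%, with every replicate also reaching it, limit read from the data, passing the limit was not always enough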;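 also: fluorescence polarization rise as delta FosB binds a TAMRA Cdk5 AP-1 oligo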
# Target sequence (P13346 whole entry, looked up): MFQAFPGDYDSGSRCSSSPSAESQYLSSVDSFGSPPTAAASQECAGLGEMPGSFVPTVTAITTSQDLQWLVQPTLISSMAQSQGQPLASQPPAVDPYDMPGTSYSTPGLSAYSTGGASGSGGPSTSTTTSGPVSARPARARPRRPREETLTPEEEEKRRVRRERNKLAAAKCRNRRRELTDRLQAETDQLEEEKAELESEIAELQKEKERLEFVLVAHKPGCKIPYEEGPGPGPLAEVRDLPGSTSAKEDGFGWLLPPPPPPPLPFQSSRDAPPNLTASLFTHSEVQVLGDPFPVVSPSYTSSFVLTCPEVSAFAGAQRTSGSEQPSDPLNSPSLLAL
# Tat transport: E. coli Tat transport inhibition. AID 488895. inhibition, % at 10 µM. hit rate 0.036% among 340,000. E. coli MC4100 TorA-mCherry Tat export, fluorescence;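 active = mean replicate inhibition at least 50% and at least half of replicates individually reaching 50%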;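 also: exported cargo escapes ClpAP degradation while cytoplasmic cargo is degraded and loses fluorescence; 0% = median of neutral control wells and 100% = median of NaSCN control wells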
# Wnt act: Wnt/beta-catenin pathway activation; activation, % at 9.35 µM; hit rate 1.2% among 300,000; Wnt/beta-catenin reporter cell assay, activator, plate reader; AID 743398; in the data active = activation above about 30%, passing the limit was not always enough;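 also: 0% = neutral control wells and 100% = positive control wells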
# V-ATPase pH: yeast V-ATPase proton transport regulation by pHLuorin; hit rate 0.37% among 350,000; response, % at 10 µM; S. cerevisiae, pHLuorin cytosolic pH fluorescence; in the data active = response mostly above about 7.3%, no sharp cut-off; inactive = mostly below about 5.4%; also: actives read high; inactives centre near 0; some compounds called inactive have numbers as strong as hits
# cardiac RTF act: increases calcium sensitivity of human cardiac regulated thin filaments. hit rate 0.24% among 340,000. P19429+P45379. IANBD-labeled TnC RTF fluorescence at EC20 calcium; 0% EC20 calcium, 100% full calcium. AID 493008. activation, % at 7.2 µM;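 active = activation above the mean over all tested compounds plus 3 SD, cut at about 30% in these data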;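 also: rise in fluorescence read as greater calcium sensitivity of cardiac thin filaments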
# Rtt109 HAT inh: blocks Candida albicans Rtt109/Vps75 acetyltransferase activity | inhibition, % at 34.9 µM | purified Rtt109/Vps75, ThioGlo CoA-SH fluorescence, 4 h | Q5AAJ8 | hit rate 0.16% among 330,000 | AID 540336;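 active = inhibition of at least 50% in every replicate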
# CAL PDZ FP-1: CAL PDZ (human) peptide binding inhibition; hit rate 0.92% among 300,000; AID 602252; Q9HD26; inhibition, % at 24.9 µM; purified CAL PDZ, TMR-peptide fluorescence polarization, 1 h;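 active = mean inhibition of at least 30% with at least half of replicates also reaching 30%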;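 also: 0% = DMSO neutral control and 100% = excess unlabeled competitor peptide PRC23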
# CDK5 p35 inh: inhibitors of human CDK5/p35 kinase; Q00535+Q15078; Recombinant CDK5/p35, ADP-Glo luminescence, 60 min; inhibition, % at 10 µM; hit rate 0.01% among 330,000;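 active = highest replicate inhibition of at least 50% and at least 75% of replicates reaching 50%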;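 also: plate controls were DMSO neutral control for no effect and GW8510 at 10 µM for full effect; many of its hits are not listed in these tables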
# Target sequence (Q00535 whole entry, looked up): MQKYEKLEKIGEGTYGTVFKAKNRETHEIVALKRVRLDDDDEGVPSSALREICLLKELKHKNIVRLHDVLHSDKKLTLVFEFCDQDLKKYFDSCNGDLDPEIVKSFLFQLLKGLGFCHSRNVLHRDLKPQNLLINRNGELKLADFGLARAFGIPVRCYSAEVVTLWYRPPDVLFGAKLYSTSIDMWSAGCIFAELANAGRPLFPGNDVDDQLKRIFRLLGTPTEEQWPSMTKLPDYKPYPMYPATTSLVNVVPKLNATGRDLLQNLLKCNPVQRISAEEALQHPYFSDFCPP
# Target sequence (Q15078 whole entry, looked up): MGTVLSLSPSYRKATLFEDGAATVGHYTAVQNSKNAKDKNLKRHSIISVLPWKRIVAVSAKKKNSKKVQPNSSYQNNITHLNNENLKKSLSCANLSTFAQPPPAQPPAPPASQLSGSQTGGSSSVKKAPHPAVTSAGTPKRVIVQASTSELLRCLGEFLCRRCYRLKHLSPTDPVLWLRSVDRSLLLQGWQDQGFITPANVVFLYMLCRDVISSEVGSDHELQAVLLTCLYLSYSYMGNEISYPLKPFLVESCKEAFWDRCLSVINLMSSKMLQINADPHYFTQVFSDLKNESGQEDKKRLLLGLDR
# CAL PDZ FP-2: blocks peptide binding to human CAL PDZ domain. purified CAL PDZ, TMR-peptide fluorescence polarization, 1 h. hit rate 0.02% among 330,000. AID 504414. inhibition, % at 20 µM. Q9HD26;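 active = highest replicate inhibition of at least 40%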;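 also: plate controls were DMSO neutral control wells for no effect and unlabeled competitor peptide control wells for full effect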
#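 material = purified tagged CAL PDZ domain construct (CerCALP) | buffer or medium = sodium phosphate/NaCl buffer pH 7.4 with TCEP, IgG, Thesit | reagent = TMR-labelled reporter peptide T*-PRC34 bound in PDZ groove | incubation = 1 h room-temperature incubation prior to read | measured by = fluorescence polarization (mP) | evaluation = percent inhibition from loss of millipolarization | control set = unlabelled peptide and DMSO controls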
# Numbers without * were called inactive; · = no result given.
SMILES,MITF TRPM1 HTS,dFosB act,Tat transport,Wnt act,V-ATPase pH,cardiac RTF act,Rtt109 HAT inh,CAL PDZ FP-1,CDK5 p35 inh,CAL PDZ FP-2
Cc1ccc(NC(=O)c2cccs2)cc1S(=O)(=O)N(C)C,9,-10,-5,·,2,0,-2,-3,0.2,-1.4
COc1cccc(SCc2noc(C(=O)NC(C)C)c2C(=O)O)c1,1,-3,6,0,4,-2,1,-4,-0.4,-0.2
NS(=O)(=O)c1ccc(NC(=S)NC(=O)C2CCCC2)cc1,-10,2,10,-3,-3,2,-6,1,-1.7,-1.5
Cc1ccccc1NC(=S)N(CCCN1CCC(C)CC1)Cc1ccco1,-1,1,-2,-2,-4,0,-4,·,-0.1,-0.3
COc1ccc(CN2C(=O)C(CC(C)C)Nc3ncnc(N4CCN(c5ccccn5)CC4)c32)cc1 (stereo unspecified),-7,-4,-1,1,0,1,-9,-4,-0.4,-1.7
OCCC1CN(Cc2cccnc2)CCN1CCc1ccccc1 (stereo unspecified),-6,-1,-7,0,-3,-5,0,-2,0.8,-0.7
O=C(NNc1cc(N2CCOCC2)nc(N2CCOCC2)n1)c1ccc([N+](=O)[O-])cc1,-2,-7,10,1,-1,15,-1,0,4.4,-2.4
COc1ccc(-c2nn(-c3ccccc3)cc2/C=N/Nc2ccc(Cl)c(C(=O)O)c2)cc1OC,0,-10,-2,-2,1,-6,12,4,-0.8,-1.6
O=C1c2cccc3cc([N+](=O)[O-])cc(c23)C(=O)N1c1ccccc1O,-23,-10,-9,-1,0,6,-1,-4,-1.5,0.4
c1ccc2c(c1)sc1nnnn12,·,1,-1,·,1,2,-12,1,0.0,-2.6
CC(C)C(=O)NC(NC(=O)C(C)C)c1ccc([N+](=O)[O-])cc1,-1,5,3,0,0,-6,-2,-3,-0.3,0.5
NS(=O)(=O)c1ccc(Cc2ncc(C(F)(F)F)cc2Cl)s1,3,-2,4,·,0,7,-5,-1,-1.7,-2.3
O=C(NCCCCc1ccccc1)c1ccccc1,-8,4,2,0,-2,3,-2,-6,-2.7,-2.1
CC(=O)Nc1ccc(NC(=O)c2cc(-c3ccc(C)c(C)c3O)n[nH]2)cc1,44,68*,-22,6,-3,-5,4,-5,0.5,-2.4
CC(C)(C)n1ncc2c(=O)n(CC(=O)N3CCN(c4ccccc4)CC3)cnc21,-8,-3,-4,·,0,-3,-2,1,-0.6,0.1
O=C(NCCS(=O)(=O)N1CCN(c2ccccc2)CC1)C1CC1,4,8,-6,-5,2,-3,5,-1,-0.5,-1.6
CCC(C)NC(=O)c1cc(CC(C)C)on1 (stereo unspecified),·,-3,-5,10,-2,7,4,-5,-1.5,-2.3
O=C(Nc1ccc2c(c1)OCO2)Nc1ccc(Br)cn1,80,-6,4,15,-1,7,16,1,1.5,·
COc1ccccc1CCC(=O)OCC(=O)Nc1ccc(S(N)(=O)=O)cc1,-8,-5,-3,0,1,-3,6,3,-1.2,-1.0
Cc1ccc(S(=O)(=O)N(C)C)cc1NC(=O)COC(=O)C1CCCC1,3,-4,-5,4,8,-2,-1,-9,1.0,0.0
N#Cc1c2c(c(NCc3cccnc3)n3c1nc1ccccc13)CCC2,-6,-4,-6,2,3,0,-4,0,-0.3,-0.7
CCCCn1c(SCC(=O)N2CCCC2)nnc1-c1ccccc1,·,-2,6,2,-1,-2,-3,-4,-2.9,·
CCn1c(C(=O)NCCCc2ccccc2)cc2sccc21,18,-4,12,4,3,11,4,1,0.4,-0.8
CC(C)CCOc1ccc(NC(=O)C2OC3OC(C)(C)OC3C3OC(C)(C)OC23)cc1 (stereo unspecified),·,-4,-10,1,9,3,1,-2,1.0,-0.7
O=C(c1ccccc1)N1CCN(Cc2ccccc2C(F)(F)F)CC1,1,-9,1,0,0,-1,0,0,2.1,0.2

# Part of the list above, with the structure last.
MITF TRPM1 HTS	dFosB act	Tat transport	Wnt act	V-ATPase pH	cardiac RTF act	Rtt109 HAT inh	CAL PDZ FP-1	CDK5 p35 inh	CAL PDZ FP-2	mol
18	-4	12	4	3	11	4	1	0.4	-0.8	CCn1c(C(=O)NCCCc2ccccc2)cc2sccc21
·	-4	-10	1	9	3	1	-2	1.0	-0.7	CC(C)CCOc1ccc(NC(=O)C2OC3OC(C)(C)OC3C3OC(C)(C)OC23)cc1 (stereo unspecified)

# Going on with the list:
SMILES,MITF TRPM1 HTS,dFosB act,Tat transport,Wnt act,V-ATPase pH,cardiac RTF act,Rtt109 HAT inh,CAL PDZ FP-1,CDK5 p35 inh,CAL PDZ FP-2
CC(=O)c1cccc(NC(=O)c2ccccc2N(Cc2ccccc2)S(C)(=O)=O)c1,·,-4,4,-4,-2,-6,0,11,0.2,-0.8
Cc1ccccc1OCCCCN1CCCCC1,·,-3,-17,0,0,-8,6,-4,-1.0,-0.2
C/C(N)=C(/C#N)C(=O)COC(=O)CCSc1ccccc1Cl,10,4,-4,·,-6,5,5,-7,1.8,-1.2
Cc1ccc(NNS(=O)(=O)c2ccc(C)cc2)cc1,·,-1,5,15,-6,3,9,-1,0.4,-1.4
COc1ccc(C2C(C(=O)Nc3ccc(OC)c(OC)c3)c3ccccc3C(=O)N2C)cc1 (stereo unspecified),-9,-6,-8,-2,-1,2,-1,2,-0.8,-0.1
Cc1ccc(OCCCCN2CCCCC2)c(C)c1,-2,3,-10,-2,5,2,46,-1,1.1,-0.6
C/C(=N\NC(=O)C1CC1)c1ccc(OC(F)F)cc1OC(F)F,-3,-3,1,0,4,0,-5,·,-0.9,-1.0
Cc1ccc(CNC(C)c2ccccc2)cc1 (stereo unspecified),3,-6,-6,·,-1,-3,8,0,0.6,0.0
COc1ccc(OC)c(NC(=O)Nc2c(O)ccc3ccccc23)c1,-18,-4,-8,5,2,2,-13,·,-2.6,-0.3
CC1C/C(=N\NC(=O)CCc2ccc(S(=O)(=O)N3CCOCC3)cc2)CC(C)(C)C1 (stereo unspecified),3,-7,-18,-2,-3,1,11,0,0.3,-1.5
C=CC[C@H](CC(=O)NCCO)C(=O)NCCOC(=O)[C@@H](CC=C)CC(=O)OC(C)(C)C,13,-1,3,2,-3,-5,-4,-4,1.4,-0.5
COc1ccc(C2C(C(C)=O)=C(C)Nc3ncnn32)c(OC)c1OC (stereo unspecified),-3,-4,2,0,1,-1,2,-1,2.2,0.3
NC(=O)c1nsc(C(=O)N(c2cccc(F)c2)C(C(=O)NC2CCCC2)c2ccco2)c1N (stereo unspecified),-9,14,-13,-2,-2,-6,-7,-2,1.8,-2.7
Cc1ccc(SC(C)c2nc(-c3cccnc3)no2)cc1 (stereo unspecified),8,-4,1,·,-1,-6,4,-6,0.4,-1.0
O=C(c1c(Cl)nc2sccn12)N1CCN(c2cccc(Cl)c2)CC1,-25,7,6,·,2,-1,24,-6,0.8,·
CC12CCC(=O)N1C(C(=O)Nc1cc(Cl)ccc1N1CCCC1)CS2 (stereo unspecified),-1,4,-2,-1,2,0,1,-2,-1.4,-1.4
COc1ccccc1C1CCN(C(=O)c2ccccc2)CC1,4,-10,9,-2,2,-6,-22,-7,-0.9,-1.4
O=C(CSc1nnc2ccccn12)Nc1ccc2c(c1)OCO2,18,-7,-1,1,1,4,-23,·,-0.5,0.1
Cc1ccc(-c2c(C(=O)O)c(C(=O)O)c3n2CCC3)cc1,-21,-3,-2,0,3,-6,-4,-1,-0.7,-2.6
O=C(CN(c1cccc([N+](=O)[O-])c1)S(=O)(=O)c1ccccc1)N1CCCCC1,·,0,5,-1,-5,3,0,-2,-0.7,-3.3
CC(Sc1nnc(-c2ccncc2)n1-c1ccc(F)cc1)C(=O)NC1CC1 (stereo unspecified),-5,-13,4,13,0,1,5,-1,-3.3,-0.9
Cn1c(Cc2cccs2)nnc1SCC(=O)Nc1ccc(C(N)=O)cc1,0,0,-9,-1,0,-1,·,-3,1.0,-1.2
N#CCc1nc(CSc2nc3ccccc3o2)cs1,55,-4,8,-3,-2,-2,·,-1,-1.8,-2.5
Nc1nc(-c2ccc(Br)s2)c(Br)s1,28,1,-1,5,-2,-7,2,-3,-0.6,-2.8
Cc1ccc(Nc2nc(N)nc(CN3CCN(C)CC3)n2)cc1,·,7,1,7,-3,-2,4,1,-1.1,-1.6

# Later entries
SMILES,MITF TRPM1 HTS,dFosB act,Tat transport,Wnt act,V-ATPase pH,cardiac RTF act,Rtt109 HAT inh,CAL PDZ FP-1,CDK5 p35 inh,CAL PDZ FP-2
COc1ccc(NC(=O)Nc2cc(C)ccc2OC(F)F)c(OC)c1,-12,7,3,·,-1,0,-6,·,1.2,-0.5
CC(C)(CO)CNC(=O)c1ccc(OC2CCN(C(=O)C3CC3)CC2)cc1,-4,-6,-3,0,0,-1,8,-5,0.2,-0.5
Cc1nc2sccn2c1-c1nc(-c2cc3ccccc3o2)cs1,6,-5,-12,·,3,-6,-1,0,-0.3,·
COC(=O)C(NC(=O)C(NC(=O)c1ccccc1)C(C)C)C(C)C (stereo unspecified),-6,1,-7,5,3,-1,-7,-3,-1.0,0.0
Cc1ccc(C)c(S(=O)(=O)N2CCCC2CNC(=O)C(=O)NCC2CCCO2)c1 (stereo unspecified),3,-5,5,-2,1,-7,-7,·,-0.6,0.3
O=C(CN1C(=O)NC2(CCCCCCC2)C1=O)NCc1ccc(F)cc1,-4,6,-2,5,5,-2,-1,·,0.5,-0.7
Cc1oc(-c2ccccc2F)nc1CS(=O)(=O)CC(=O)NC1CCCC1,·,-5,-7,15,-2,1,5,·,1.0,0.1
O=c1[nH]c(=O)c2cc([N+](=O)[O-])cc([N+](=O)[O-])c2[nH]1,-5,2,-9,-1,0,5,7,-2,1.1,-2.3
O=C(CSc1nnnn1-c1ccccc1)NCc1ccco1,13,7,1,·,0,-2,5,0,2.9,-0.6
O=S(=O)(/C=C/c1cccc(Br)c1)N1CCOCC1,1,-3,-4,0,3,2,4,·,0.5,-1.0
COc1ccc(NC(=O)COC(=O)Cc2ccccc2[N+](=O)[O-])cc1OC,-6,-5,-3,2,1,0,-1,5,-1.1,0.1
Brc1ccc2ncnc(NCc3ccccc3)c2c1,·,-12,-8,-3,-2,-2,-7,-7,0.6,-7.2
COc1ccc(CCNc2nncc(=O)[nH]2)cc1OC,0,-1,1,-4,1,3,3,-1,8.2,-0.2
CCC(CC)NC(=O)COC(=O)CCC(=O)c1ccc(Cl)cc1,5,4,-1,12,7,4,-2,-2,-5.4,-1.1
CCCC(=O)NC(C)c1nc2ccccc2[nH]1 (stereo unspecified),·,-2,5,0,4,1,-3,-3,-0.5,-1.0
O=C(NCC1CCCO1)c1cc(-c2ccncc2)nc2ccccc12 (stereo unspecified),-6,-9,8,-3,1,0,5,-1,2.1,-1.6
COc1ccc(N2CCN(C(=O)COC(=O)c3cccc(S(=O)(=O)Nc4cccc(C)c4)c3)CC2)cc1,-34,-13,4,-3,1,-22,8,-3,0.5,-3.2
CCOc1cc(NC(=S)Nc2cccc(OC)c2)c(OCC)cc1NC(=O)C1CC1,-5,4,-1,23,-3,6,3,0,-0.1,0.4
CCOC(=O)C(C)(C)n1nnc(-c2ccc([N+](=O)[O-])cc2)n1,8,-8,9,8,-2,-1,-7,-4,3.2,-0.4
Cc1cccn2c(=O)c3cc(C(=O)NCC(C)C)sc3nc12,10,-23,1,0,5,4,-11,-1,-0.4,-1.2

# No enrichment for hits. Share with any hit: about 4.1%.
